KAT2A inh: inhibitors of human GCN5L2 histone acetyltransferase; GCN5L2 HAT assay, ThioGlo1 CoA-SH fluorescence; AID 504327; Q92830; 390,000 tested, 0.21% active; Potency, µM (titrated, usually from 58.9 µM), for the others: at the highest dose activity change, negative = inhibition, usual class: inhibitors
Target sequence (Q92830 whole entry, looked up): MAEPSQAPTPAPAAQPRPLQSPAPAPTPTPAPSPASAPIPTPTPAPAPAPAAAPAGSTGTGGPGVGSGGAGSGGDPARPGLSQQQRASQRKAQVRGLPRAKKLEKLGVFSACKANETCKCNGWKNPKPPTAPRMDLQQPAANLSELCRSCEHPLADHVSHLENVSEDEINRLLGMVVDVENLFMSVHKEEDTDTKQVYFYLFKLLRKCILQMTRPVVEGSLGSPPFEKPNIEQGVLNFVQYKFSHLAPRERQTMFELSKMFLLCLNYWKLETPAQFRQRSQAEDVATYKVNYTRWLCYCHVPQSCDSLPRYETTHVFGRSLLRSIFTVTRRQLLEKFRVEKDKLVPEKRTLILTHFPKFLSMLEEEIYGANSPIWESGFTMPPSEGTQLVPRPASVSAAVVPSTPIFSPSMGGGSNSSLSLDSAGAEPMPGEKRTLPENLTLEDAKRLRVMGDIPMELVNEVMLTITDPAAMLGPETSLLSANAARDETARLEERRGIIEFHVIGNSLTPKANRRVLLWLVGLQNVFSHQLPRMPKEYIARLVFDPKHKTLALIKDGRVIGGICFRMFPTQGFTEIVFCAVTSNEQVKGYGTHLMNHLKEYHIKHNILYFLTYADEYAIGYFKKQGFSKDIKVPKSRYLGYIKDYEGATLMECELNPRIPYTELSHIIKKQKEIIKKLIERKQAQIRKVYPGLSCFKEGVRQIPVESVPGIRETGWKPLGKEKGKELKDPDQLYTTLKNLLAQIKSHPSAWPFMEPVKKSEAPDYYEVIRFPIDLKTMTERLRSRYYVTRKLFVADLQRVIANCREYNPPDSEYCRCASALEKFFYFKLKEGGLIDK
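GCN5L2 (20 nM) in 50mM HEPES pH 7.5, 0.1mM EDTA, 0.01% Tween-20 preincubated 15 min with compounds at room temperature. Reaction started with H3(1-25) 75uM, acetyl-CoA 70uM, ThioGlo1 50uM; CoA-thiol fluorescence (Ex340/Em540) read at 0 and 20 min.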
FEN1 inh: blocks human flap endonuclease 1 | Potency, µM (series often up to 114 µM), without a hit: at the highest dose activity change, negative = inhibition, hits mostly inhibitors | Recombinant FEN1 flap cleavage, fluorescence, 15 min | 390,000 tested, 0.35% active | P39748; note: nearly all actives have a fitted effect of over 65% in size
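Concentration–response screening of FEN1 (10 nM): 15 min compound preincubation at room temperature, reaction started with 50 nM substrate and read at 0 and 15 min. Corrected, normalized data were fitted by a four-parameter Hill equation.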
N370S GC: inhibits or activates N370S mutant glucocerebrosidase; N370S GC spleen homogenate, 4MU-glucoside fluorescence; P04062; 330,000 tested, 0.092% active; Potency, µM (highest dose often 59.4 µM), inactives show top-dose activity change, negative = inhibition, actives largely listed as inhibitors;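 note: 0% = full enzyme activity and -100% = no enzyme basal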
* hit, by the source's call; ? = inconclusive; · = not tested or not shown; & = joins results of further samples; [ ] = another dose, or the depositor's remark. Calls come from the whole dose curve; as a rule, active = well fitted curve in the direction sought with a large enough effect; inconclusive = small, poorly fitted or top-dose-only effect, or another doubt; inactive = no such curve, though single readings can be large; an effect the other way counts as inactive or inconclusive. Unless noted, % is set by controls: 0 for no effect and ±100 for the full control effect; potency is the fitted concentration of half-maximal effect.

SMILES	KAT2A inh	FEN1 inh	N370S GC
COc1cc2c(cc1OC)C(c1ccc(-c3ccc(Cl)c(Cl)c3)o1)=NCC2	-4.4%[0.501 µM]	?	-15.5%
Cc1ccc(NC(=O)C(OC(=O)c2ccccc2Cl)c2ccccc2)cc1Cl (stereo not drawn)	-11.1%	-22.9%	?
CCCCNC(=S)NNC(=O)c1csc(C)c1C	-2.0%	-8.1%	-1.1%
CCN(CC)c1ccc(/C=N/NC(=O)c2ccccn2)cc1	-10.0%	7.7%	0.3%
COc1cccc(C(c2sc3nc(-c4ccco4)nn3c2O)N2CCC(C)CC2)c1 (stereo not drawn)	-3.7%	4.2%	·
O=C(Nc1ccccc1C(=O)NCC1CCCO1)c1ccc(Cl)cc1Cl (stereo not drawn)	1.1%	-2.5%	3.5%
COc1cc(/C=C/c2ccc3cccc(O)c3n2)ccc1O	-11.1%	-19.8%	-11.8%
CCn1cc(C(=O)NCCC(C)C)c(=O)c2cc(S(=O)(=O)N3CCCCC3)ccc21	4.7%	13.0%	-4.8%
Cc1ccc(C(=O)Nc2ccc(Oc3cccc(C(F)(F)F)c3)nc2)cc1	-7.7%	1.0%	14.9%
CCOC(=O)C1=C(COC(=O)/C=C/c2ccccc2)NC(=O)NC1C (stereo not drawn)	-4.1%	0.3%	-11.9%
Cc1oc(-c2cccs2)nc1CS(=O)CC(=O)NCCc1ccccc1 (stereo not drawn)	-1.3%	-18.6%	2.3%
CC1Sc2ccc(Cl)cc2-c2nc(N)ncc21 (stereo not drawn)	-7.2%	-3.1%	-15.5%
C[C@@H]1CCC[C@H](C)N1	2.7%[21.4 µM]	·	-3.7%[21.6 µM]
COc1cccc(NC(=S)N(CCc2nc3cc(C)c(C)cc3[nH]2)Cc2cccnc2)c1	1.3%	-5.3%	-2.0%
COc1cccc(C(=O)NC2CCCC2)c1	-2.3%	4.8%	9.0%
O=C(CSc1nnc(Cn2nnc(-c3ccccc3)n2)n1-c1ccccc1)Nc1ccccc1	-11.5%	-20.7%	13.7%
Cc1nc2scc(C)n2c(=O)c1S(=O)(=O)N1CCN(c2ccccn2)CC1	-6.8%	0.8%	-3.0%
Cc1ccc(/C=N/NS(=O)(=O)c2ccccc2)o1	0.6%	-4.6%	-4.9%
Cc1cc(NCc2ccccn2)n2ncc(-c3ccc(Cl)cc3)c2n1	?	-2.7%	?
Cc1ccc(SCCNS(=O)(=O)c2ccc(F)cc2)cc1	-18.6%	1.3%	-2.2%
c1cc(C(c2nnnn2C2CCCCC2)N2CCN3CCCC3C2)ccn1 (stereo not drawn)	-4.8%	-16.8%	-2.4%
O=C(NNC(=O)c1cccnc1Cl)c1ccc(F)cc1	0.8%	4.6%	-0.7%
CCC1CN(S(=O)(=O)c2cc(-c3cc(C)no3)ccc2C)c2cc(Cl)ccc2O1 (stereo not drawn)	-18.6%	13.4%	·
CCC(=O)Nc1sc(C(=O)Nc2ccccc2F)c(C)c1C(=O)OC	-2.6%	0.7%	2.7%
CCOc1ccc(NC(=O)CN(C)C(=O)CC2CCCC2)cc1OCC	2.7%	17.0%	·
CC(C)(C)C(=O)NC(=S)Nc1ccccc1F	-3.1%	-6.9%	4.0%
Nc1nc(SCC(=O)Nc2ccc([N+](=O)[O-])cc2Br)n[nH]1	-0.3%	-9.6%	-10.9%
CC1=C(c2ccc(C)c(C)c2)S(=O)(=O)N=C1N1CCC(C(=O)NCCc2ccco2)CC1	-3.3%	-3.0%	·
COc1ccc(C(=S)N(C)C)cc1OC	9.9%	-2.8%	-0.2%
O=C(CSc1ccc(Cl)cc1)NNC(=O)c1cccnc1	-0.5%	2.6%	-22.0%
O=C(Nc1ccc(NC(=O)c2cccs2)cc1)c1ccc2c(c1)OCCO2	-10.6%	6.5%	3.0%
CCCOc1ccc(-c2csc3ncn(Cc4ccc(C(=O)O)cc4)c(=O)c23)cc1	-2.0%	19.4%	-0.5%
COc1ccc(N(C(=O)CNS(=O)(=O)c2ccccc2)C(C(=O)NCc2ccco2)C(C)C)cc1 (stereo not drawn)	-2.9%	-1.3%	11.1%
COc1ccccc1CNC(=O)C1CCN(S(=O)(=O)c2ccc3c(c2)C(C)(C)C(=O)N3C)CC1	-4.3%	0.8%	-0.8%
COc1ccccc1-c1sc2ccccc2c1C#Cc1ccc(N(C)C)cc1	-5.1%	-10.7%	·
COc1ccc(CNc2ncnc3c2cnn3-c2ccc(C)c(C)c2)cc1	-5.4%	14.0%	·
CCCOc1ccc(C(=O)C(CN2CCOCC2)c2ccccc2)cc1 (stereo not drawn)	-3.0%	-6.1%	-16.9%
CCCCc1ccc(NC(=O)N[C@@H](CC(C)C)C(=O)O)cc1	-3.9%	-9.7%	1.2%
Cc1ccc(N=Cc2sc(O)c3ccccc23)cc1	-24.3%	-1.0%	-1.5%
CC(C)NC(=O)c1cccc2c1-c1ccccc1C2=O	-4.8%	-11.5%	0.4%
COC(=O)c1cc2occc2n1Cc1nc(-c2ccc(Cl)cc2)oc1C	0.8%&-0.4%	4.5%&2.2%	8.8%
CC(C)(C)NC(=O)C1CN(S(=O)(=O)c2ccccc2)CCN1S(=O)(=O)c1ccccc1 (stereo not drawn)	1.4%	4.8%	3.3%
COc1ccc(C(=O)N2CCC(C(=O)O)CC2)c2ccccc12	-4.4%	-2.8%	-10.2%
Cc1cc(C(=O)Cn2nc(C(=O)O)c3ccccc3c2=O)c(C)n1-c1ccc(OC(F)F)cc1	-4.7%	8.2%	-11.0%
CN1CCN(CCCN(Cc2cccs2)C(=S)Nc2ccc(Cl)cc2)CC1	1.4%	-0.6%	-6.3%

Among those listed so far, eight have a thiophene ring, fused or not.
SMILES	KAT2A inh	FEN1 inh	N370S GC
CCCCNC(=S)NNC(=O)c1csc(C)c1C	-2.0%	-8.1%	-1.1%
Cc1oc(-c2cccs2)nc1CS(=O)CC(=O)NCCc1ccccc1 (stereo not drawn)	-1.3%	-18.6%	2.3%
CCC(=O)Nc1sc(C(=O)Nc2ccccc2F)c(C)c1C(=O)OC	-2.6%	0.7%	2.7%
O=C(Nc1ccc(NC(=O)c2cccs2)cc1)c1ccc2c(c1)OCCO2	-10.6%	6.5%	3.0%
CCCOc1ccc(-c2csc3ncn(Cc4ccc(C(=O)O)cc4)c(=O)c23)cc1	-2.0%	19.4%	-0.5%
COc1ccccc1-c1sc2ccccc2c1C#Cc1ccc(N(C)C)cc1	-5.1%	-10.7%	·
Cc1ccc(N=Cc2sc(O)c3ccccc23)cc1	-24.3%	-1.0%	-1.5%
CN1CCN(CCCN(Cc2cccs2)C(=S)Nc2ccc(Cl)cc2)CC1	1.4%	-0.6%	-6.3%

(listing goes on)
SMILES	KAT2A inh	FEN1 inh	N370S GC
O=C(c1cnccn1)N1CCN(S(=O)(=O)c2ccc3ccccc3c2)CC1	0.6%	7.9%	-3.7%
CCCCCCCCNC(=O)c1cnccn1	-1.5%	-3.3%	-5.3%
COc1ccc2c(c1)nc(SCC(=O)c1ccc(Br)s1)n2C	-11.4%	6.7%	-1.1%
O=C(Nc1nc(-c2ccc(Cl)cc2)cs1)NC1CCCCC1	11.5%	-4.2%	17.4%
CCOc1ccc(N(CC(=O)NCCSCc2ccccc2)S(C)(=O)=O)cc1	-6.2%	1.8%	-2.7%
CCNC(=O)C12CCC(C)(C(=O)O1)C2(C)C (stereo not drawn)	-6.8%	-12.5%	-5.9%
CS(=O)(=O)N1Cc2ccccc2CC1C(=O)OCC(=O)NCCc1ccc(S(N)(=O)=O)cc1 (stereo not drawn)	-2.1%	11.3%	·
CNS(=O)(=O)c1cn(CC(=O)Nc2ccc(OC)cc2OC)cc1S(=O)(=O)NC	-0.4%	-1.8%	·
CCn1c(COc2cccc3ccccc23)nnc1SCC(=O)OC1CCCCC1	-9.8%	?	10.9%
Cc1cccc(C)c1NC(=O)CSc1nnc(CCCCCNC(=O)OC(C)(C)C)o1	-0.2%	0.4%	5.9%
Cc1cccc(N/C=C/C(=O)c2ccc(Cl)cc2)c1	-4.9%	14.3%	-5.1%
CSCCC(NS(=O)(=O)c1ccc(F)cc1)C(=O)NCc1ccc(S(N)(=O)=O)cc1 (stereo not drawn)	3.0%	-3.5%	3.8%
O=C(OCCN=C1NS(=O)(=O)c2ccccc21)C1CC(=O)N(c2ccc(Cl)cc2)C1 (stereo not drawn)	1.9%	-10.3%	?
Cc1ccc(-c2cnn(-c3cccc([N+](=O)[O-])c3)c2N)cc1	-20.3%	-2.7%	7.0%
Cc1c(O)ccc2c(CN(C)Cc3ccccc3)cc(=O)oc12	-6.3%	12.0%	-0.2%

Part of the list above with just KAT2A inh:
molecule | KAT2A inh
O=C(c1cnccn1)N1CCN(S(=O)(=O)c2ccc3ccccc3c2)CC1 | 0.6%
CCCCCCCCNC(=O)c1cnccn1 | -1.5%

(more compounds)
SMILES	KAT2A inh	FEN1 inh	N370S GC
CCOc1cc(/C=N\NC(=O)Cn2nnc3ccccc32)ccc1O	-5.4%	5.9%	1.1%
Cc1ccc(CNC(=O)C2(S(=O)(=O)c3ccccc3)CC=CC2)cc1	-2.4%	-4.3%	-1.4%
Cc1nnc2ccc(N3CCN(c4ccccn4)CC3)nn12	-2.4%	-5.4%	-6.0%
COCCn1c(SCC(=O)NCC2CCCO2)nc2c(c1=O)SCC2 (stereo not drawn)	-0.9%	8.0%	-6.2%
O=C1/C(=C/c2ccncc2)SC(=S)N1Nc1ccccc1	-15.8%	-20.4%	-17.2%
CC(C)C(=O)NC(c1ccc(Cl)cc1Cl)c1ccc2cccnc2c1O (stereo not drawn)	-14.7%	-17.2%	8.2%
Cc1ccc(-n2c(SCC(=O)N3CCc4ccccc43)nc3c([nH]c4ccccc43)c2=O)cc1	-7.4%	17.8%	·
COc1ccc2nc(NC(=O)CCN3C(=S)NC(C)(C)CC3C)sc2c1 (stereo not drawn)	18.0%	0.0%	3.9%
CCOc1ccc2nc3c(cc2c1)CN(CCOC)C(=NC)S3	1.0%	-9.0%	?
Nc1nonc1-n1nnc(C(=O)N/N=C/c2ccoc2)c1CSc1ccc(Cl)cc1	-12.1%	4.0%	-3.9%
O/N=C(/CCc1ccccc1)c1ccc2c(c1)OCCO2	1.9%	-7.5%	22.4%
CC(=O)Nc1ccc(C(=O)COC(=O)c2nc3nc(C)cc(C)n3n2)cc1	-1.7%	-0.5%	·
CCn1c(-c2ccc(S(=O)(=O)N3CCOCC3)cc2)csc1=Nc1ccc(C)c(Cl)c1	3.2%	-13.4%	-3.6%
N#Cc1c(N)nc2c(c1-c1ccncc1)CCCC2	-4.2%	-8.2%	4.3%
Cc1cccc(NS(=O)(=O)c2ccc(C)c(C(=O)OCC(=O)Nc3cc(C)on3)c2)c1	-10.9%	-0.1%	-12.0%
CC(C)(Oc1ccc(CCNC(=O)c2ccc(-c3ccccc3)o2)cc1)C(=O)O	-2.0%	-4.7%	-1.1%
Cc1[nH]n(-c2ccccc2)c(=O)c1/C=N\NC(=O)C1COc2ccccc2O1 (stereo not drawn)	19.8%	-12.5%	-9.5%
Cc1cccc(C)c1NC(=O)CNC(=O)c1ccccc1OCc1ccccc1	-17.0%	6.1%	-0.1%
O=C(Nc1ccc(Br)cc1F)N1CCC(CN2CCCC2)CC1	-0.9%	0.1%	·
C#C[C@]1(OC(C)=O)CCC2C3CCC4=CC(=O)CCC4C3CC[C@]21C (stereo partly drawn)	-2.0%	·	-3.2%
O=C(CS(=O)(=O)c1ccccc1)c1ccc2c(c1)OCCO2	-8.9%	4.7%	18.9%
O=C(Nc1nccs1)c1ccc([N+](=O)[O-])cc1Cl	-7.5%	-8.2%	-1.2%
COc1cccc(/C=C(\C#N)C(=O)Nc2ccc(NC(C)=O)cc2)c1OC	-6.4%	-0.8%	·
Cc1cccc(C)c1N1C(=O)CC(N2CCSCC2)C1=O (stereo not drawn)	-6.6%	13.1%	3.0%
Cc1c(Cl)ccc2sc(NC(=O)c3ccc(S(=O)(=O)N4CCCC4)cc3)nc12	-14.7%	0.5%	·
O=[N+]([O-])c1cccc2c3c([nH]c12)CCCC3	-6.0%	-0.5%	7.7%
CCn1nc(NS(=O)(=O)c2ccc([N+](=O)[O-])cc2)c2cc3cccc(C)c3nc21	-7.7%	-0.3%	-0.8%
Cc1cc(C)c(S(=O)(=O)N2CCCCC2)c(C)c1-n1ncnn1	-0.5%	0.3%	-4.3%
CCN1C(N(C)CCc2cccs2)=N[C@@H](c2ccccc2)C(C(=O)OC)=C1C	-1.7%&2.5%	7.1%	-2.0%&-24.8%
O=C1CN(C(=O)c2ccc(Cl)cc2Cl)C(c2ccc(F)cc2)c2cc(F)ccc2N1 (stereo not drawn)	-7.3%	1.6%	·
OCCSc1nc2ccccc2n1CCOc1ccccc1	0.1%	-9.4%	-18.9%
COc1ccc(OC)c(NC(=O)CCC(=O)Oc2ccc(C)cc2)c1	-2.5%	8.8%	2.2%
